Rpn11 block – Rpn11 (human) deubiquitinase inhibition; O00487; human 26S proteasome, Ub4-pepOG fluorescence polarization; 20S core pre-blocked with epoxomicin; calls only at 20 µM; 0.59% of 360,000 active; AID 588493;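 active = inhibition at 20 µM, scaled to each plate's controls, above about 33%, limit read from the data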
Target sequence (O00487 whole entry, looked up): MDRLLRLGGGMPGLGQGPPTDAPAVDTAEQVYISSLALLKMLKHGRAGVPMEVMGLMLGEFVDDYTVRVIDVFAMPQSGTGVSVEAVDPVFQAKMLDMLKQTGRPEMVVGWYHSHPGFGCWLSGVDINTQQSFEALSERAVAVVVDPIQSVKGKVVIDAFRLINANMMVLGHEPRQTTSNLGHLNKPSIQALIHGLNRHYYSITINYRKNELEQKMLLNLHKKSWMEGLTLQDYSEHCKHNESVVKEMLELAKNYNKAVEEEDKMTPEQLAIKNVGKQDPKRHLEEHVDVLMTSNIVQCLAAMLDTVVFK
SUMO1-SIM PPI – alters human SUMO1 binding to SIM partners; P63165; SUMO1 binding to a labelled peptide, TR-FRET, 1 h; inhibition, % at 20 µM; 0.33% of 360,000 active; AID 602429; in the data active = inhibition above about 37%
Target sequence (P63165 whole entry, looked up): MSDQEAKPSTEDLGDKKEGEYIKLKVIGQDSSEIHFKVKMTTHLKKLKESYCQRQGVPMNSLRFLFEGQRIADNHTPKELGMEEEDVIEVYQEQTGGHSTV
NadD block – blocks S. aureus nicotinate mononucleotide adenylyltransferase; purified NadD enzyme, colorimetric absorbance read-out; inhibition, % at 20 µM; 0.78% of 360,000 active; AID 602399; in the data active = inhibition above about 26%; note: some compounds past the cut are filed as inactive
MT1-MMP act inh – MT1-MMP (human) activation inhibition. GFP/RFP ratio change, % at 20 µM. P50281. HT1080 RFP-PRO-GFP cells, GFP/RFP ratio fluorescence, overnight; percent of plate control window, DMSO zero. 0.061% of 360,000 active. AID 651647;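 active = GFP/RFP ratio change of at least 30% with cell ATP level not reduced by more than half and red fluorescence within 50% of control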; note: strong numbers were not always called active
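Material – HT1080 RFP-PRO-GFP cells · Control set – DMSO wells and RFP-L50D-GFP cells · Incubation – overnight cell settling, then overnight compound exposure, 37 °C, 5% CO2 · Compound dosing – single-point 20 µM compound, 1% DMSO · Read-out – GFP/RFP fluorescence ratio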
Scp-1 inhibitor – Scp-1 (human) phosphatase inhibition. inhibition, % at 20 µM. Q9GZU7. 0.88% of 340,000 active. Recombinant Scp1, phosphopeptide, malachite green phosphate absorbance;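 active = inhibition above about 50% at 20 µM, limit read from the data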;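 note: plate controls were DMSO wells with enzyme for no effect and wells lacking enzyme for full effect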
Target sequence (Q9GZU7 76-261 limits assumed): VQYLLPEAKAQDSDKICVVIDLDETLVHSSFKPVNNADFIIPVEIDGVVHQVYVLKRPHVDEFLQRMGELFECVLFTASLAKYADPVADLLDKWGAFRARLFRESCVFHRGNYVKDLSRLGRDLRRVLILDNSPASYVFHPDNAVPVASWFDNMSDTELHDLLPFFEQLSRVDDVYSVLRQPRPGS
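Assay system: SCP-1 catalytic fragment, aa 76-261 | Buffer or medium: Tris acetate buffer pH 5.5 with MgCl2 and Tween-20 | Compound: One concentration, 20 µM, with 1.0% DMSO | Also added: Phospho 17-mer peptide substrate | Signal: Absorbance at 630 nm | Incubation: 45 min enzyme reaction at room temperature | Measure: % inhibition of SCP-1 phosphate liberation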
LMPTP block – blocks human LMPTP phosphatase; inhibition, % at 20 µM; P24666; recombinant LMPTP-A, OMFP fluorogenic substrate, fluorescence intensity; AID 651560; 0.22% of 360,000 active;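 active = compounds that cut the enzyme signal by at least half of the control window in the single-dose screen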;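 note: plate controls were DMSO wells with enzyme plus substrate for no effect and substrate without enzyme for full effect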
Target sequence (P24666 whole entry, looked up): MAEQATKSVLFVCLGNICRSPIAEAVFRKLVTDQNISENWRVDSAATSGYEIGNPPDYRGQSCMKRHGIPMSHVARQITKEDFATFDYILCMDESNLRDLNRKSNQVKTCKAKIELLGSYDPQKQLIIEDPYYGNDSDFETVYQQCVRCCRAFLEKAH
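Assay system: LMPTP-A, protein tyrosine phosphatase of low molecular weight / Medium: pH 6.0 Bis-Tris buffer with DTT and Triton X-100 / Schedule: 50 min enzyme reaction at room temperature, protected from light / Measured by: endpoint fluorescence intensity from OMFP dephosphorylation / Read-out basis: % inhibition relative to no-enzyme and uninhibited control wells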
SKN-1 inh – blocks SKN-1 activity in C. elegans; C. elegans VP596 Pgst-4::GFP/RFP ratio, acrylamide-induced, 24 h; inhibition, % at 21.8 µM; 0.49% of 360,000 active;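 active = interference check ratio from 0.5 to 1.5 plus GFP to RFP signal ratio inhibition reaching or exceeding a fixed threshold, cut at about 30% in these data, passing the limit was not always enough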; note: some compounds called inactive have numbers as strong as hits
DNMT1 inh – inhibitors of human DNMT1. DNMT1 molecular beacon, Hinp1I cleavage, fluorescence. P26358. 0.83% of 360,000 active. inhibition (reported as % activation of signal), % at 10 µM; in the data active = inhibition above about 50%
NRP1-CendR mod – NRP-1/CendR interaction modulation. AID 602438. inhibition, % at 25 µM. O14786. FAM-RPARPAR peptide binding to NRP-1, fluorescence polarization. 0.85% of 360,000 active;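 active = inhibition or corrected inhibition above about 18%, plus a signal ratio from 0.5 to 1.5, limit read from the data, passing the limit was not always enough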; note: strong numbers were not always called active
STEP inh – blocks human striatal-enriched tyrosine phosphatase | inhibition, % at 20 µM | recombinant STEP, OMFP fluorogenic substrate, fluorescence | P54829 | 0.25% of 360,000 active;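 active = inhibition at 20 µM, scaled per plate between control wells, above about 37%, limit read from the data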;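 note: 0% = DMSO with enzyme and substrate and 100% = substrate only without enzyme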
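System: STEP phosphatase, cell-free reaction; Buffer or medium: Bis-Tris pH 6.0 buffer with DTT, detergent; Incubation: 20 min at room temperature, dark; Measured by: fluorescence, 480/540 nm.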
* = called active by the depositor; i = inactive; . = not tested or not shown.

SMILES	Rpn11 block	SUMO1-SIM PPI	NadD block	MT1-MMP act inh	Scp-1 inhibitor	LMPTP block	SKN-1 inh	DNMT1 inh	NRP1-CendR mod	STEP inh
COc1ccc(C)cc1NC(=O)N1CCC(CO)(CC2CCCCO2)CC1 (stereo not drawn)	i	1	-3	0	-12	-3.5	5	2	4	0
CCOC(=O)c1cc(CC)sc1NC(=O)Cc1ccccc1	i	0	-7	-7	-11	2.1	16	5	9	11
CCOc1ccc(CCNC(=O)COC(=O)c2cc([N+](=O)[O-])ccc2N2CCOCC2)cc1OCC	i	-24	1	-4	-8	-0.9	5	-2	15	0
O=C1CC(c2ccc(Cl)cc2)c2c(O)cc(O)cc2O1 (stereo not drawn)	i	4	0	1	-19	3.3	24	-3	14	0
C#CCOCCOCCOCCNc1nc(N2CCN(C(=O)[C@H]([C@@H](C)CC)n3cc([C@@H](N)CO)nn3)CC2)nc(N2CCN(C(=O)[C@H](CCCCN)n3cc([C@@H](N)C(C)CC)nn3)CC2)n1 (stereo partly drawn)	i	-53	-2	1	-3	-5.8	-3	7	4	-4
CCN(CC)CCN(C(=O)CN1C(=O)c2ccccc2C1=O)c1nc2cc3c(cc2s1)OCO3	i	-3	-3	4	-2	0.2	7	0	5	1
Cc1ccc(S(=O)(=O)Nc2cc3c(C(=O)Nc4ccccc4)c(C)oc3c3ccccc23)cc1	i	1	23	-11	-12	1.2	6	-22	-15	-2
O=C(O)C1CC1C(=O)N1CCN(c2ccc(Cl)c(Cl)c2)CC1 (stereo not drawn)	i	3	-1	2	1	-1.0	-23	5	-6	6
CC1=CC2=NC(=O)/C(=C/c3cccn3Cc3ccccc3)C(=N)N2O1	i	-20	-3	-1	-11	-0.2	-11	-3	-12	1
Cc1ccc(-n2ncc3c2CC(C)(C)CC3NC(=O)CCN2CCCCC2=O)cc1 (stereo not drawn)	i	3	1	-1	-2	-1.1	-2	1	-6	4
COc1cc(C(C(=O)NC2CCCCC2)N(Cc2ccco2)C(=O)c2cnccn2)cc(OC)c1OC (stereo not drawn)	i	-2	5	3	-5	0.6	-2	2	8	0
Cc1cccc(NS(=O)(=O)c2ccc(C)c(C(=O)NCCCN3CCOCC3)c2)c1	i	-1	-8	2	10	-1.4	4	3	-4	-2
Cc1cc(NC(=O)CN2C(=O)/C(=C/c3ccc(C(C)C)cc3)SC2=S)no1	i	-3	16	5	.	2.4	13	1	7	3
COc1ccc(OCC(=O)Nc2ccc3c(c2)nc(CCN2CCCC2)n3C)cc1	i	15	10	-1	-8	15	21	-2	-2	2
CC(=O)Nc1cc(NC(C)=O)cc(C(=O)N2CCCC3CCCCC32)c1 (stereo not drawn)	i	17	-6	-3	61*	12	13	39	13	38
Cc1ccc(-c2nc(C#N)c(N3CCCCC3)o2)cc1	i	10	-5	-4	-12	2.8	4	-1	-4	4
O=[N+]([O-])c1cc(S(=O)(=O)Nc2ccccc2)ccc1Nc1ccccc1	i	-21	-1	1	61*	6.3	3	24	2	2
COc1ccc(Cc2nnc(Nc3ccccc3)s2)cc1Br	i	-5	-3	3	-4	1.1	0	-4	7	-2
CCCCN(C)C(=O)Cn1cnc2sc(C)cc2c1=O	i	-2	-3	2	-10	-0.8	5	1	3	-2
Cc1nc(Nc2ccc(F)cc2)nc(Nc2ccc(F)cc2)c1[N+](=O)[O-]	i	2	3	-5	4	1.9	4	5	-12	3
CCOC(=O)C(=CNc1ccc(C(F)(F)F)cc1Cl)C(=O)OCC	i	1	-7	-1	-10	1.2	9	5	-6	4
CCSc1cc(N2CCCC2)nc(-c2ccccc2Cl)n1	i	3	-2	-3	-5	0.2	-2	22	-1	-4
COc1ccc(C(=O)NCCN2CCOCC2)cc1OC	i	0	-1	3	0	0.7	-4	2	6	1
Cn1c(=O)c2c(=O)cc(N)[nH]c2n(C)c1=O	i	9	-1	-2	1	-1.3	-1	-1	3	2
Cc1nn(CC(=O)N2CCC(C)CC2)c(=O)c2nn(-c3ccccc3)c(C)c12	i	10	-2	3	-5	0.5	16	3	4	0
COC(=O)[C@H]1C[C@H](OC(=O)Nc2cccs2)[C@@]2(O)CN(S(=O)(=O)c3ccc(C)cc3)CC2[C@H]1C(=O)OC (stereo partly drawn)	i	1	-4	-1	.	0.8	-10	-3	-3	-2
CC(C)CNS(=O)(=O)c1ccc(CCC(=O)N2CCN(Cc3ccc4c(c3)OCO4)CC2)cc1	i	3	7	-1	-2	-1.2	-1	-2	4	4
COc1cc2c(cc1NC(=O)CSc1ccccc1)oc1ccccc12	i	-1	2	-1	-16	5.5	16	-14	-12	0
COc1ccc(NC(=S)Nc2cccc(Cl)c2)cc1OC	i	0	-2	-1	-9	0.4	13	0	7	3
Cc1cccnc1C(NC(=O)C1CCN(CCCc2ccccc2)CC1)c1ccc(Cl)cc1 (stereo not drawn)	i	-3	-7	4	.	-2.2	5	-3	18	0

Six compounds out of the list, arranged by molecular weight, lowest first:
SMILES	Rpn11 block	SUMO1-SIM PPI	NadD block	MT1-MMP act inh	Scp-1 inhibitor	LMPTP block	SKN-1 inh	DNMT1 inh	NRP1-CendR mod	STEP inh
COc1ccc(C(=O)NCCN2CCOCC2)cc1OC	i	0	-1	3	0	0.7	-4	2	6	1
Cc1nc(Nc2ccc(F)cc2)nc(Nc2ccc(F)cc2)c1[N+](=O)[O-]	i	2	3	-5	4	1.9	4	5	-12	3
O=[N+]([O-])c1cc(S(=O)(=O)Nc2ccccc2)ccc1Nc1ccccc1	i	-21	-1	1	61*	6.3	3	24	2	2
Cc1cc(NC(=O)CN2C(=O)/C(=C/c3ccc(C(C)C)cc3)SC2=S)no1	i	-3	16	5	.	2.4	13	1	7	3
Cc1ccc(-n2ncc3c2CC(C)(C)CC3NC(=O)CCN2CCCCC2=O)cc1 (stereo not drawn)	i	3	1	-1	-2	-1.1	-2	1	-6	4
Cc1ccc(S(=O)(=O)Nc2cc3c(C(=O)Nc4ccccc4)c(C)oc3c3ccccc23)cc1	i	1	23	-11	-12	1.2	6	-22	-15	-2

New compounds follow.
SMILES	Rpn11 block	SUMO1-SIM PPI	NadD block	MT1-MMP act inh	Scp-1 inhibitor	LMPTP block	SKN-1 inh	DNMT1 inh	NRP1-CendR mod	STEP inh
O=C(O)c1ccccc1NN=Cc1ccccc1	i	-4	-2	1	-7	-1.1	0	0	-7	7
COc1ccc(CN2CCC(=O)N([C@H](CO)Cc3ccccc3)CC2)cc1	i	2	3	-1	-3	-2.3	11	-3	20	-1
CCCCOc1ccc(C(=O)OCC(=O)Nc2cc(C)on2)cc1	i	6	3	-2	-3	0.5	-14	1	7	-2
CN(C)c1cc[n+](CC(=O)c2ccc(-c3ccccc3)cc2)cc1	i	-1	1	-17	4	0.2	-16	4	-13	0
CC(C)CC(=O)c1c[nH]c(C(=O)O)c1	i	-3	-2	-1	-7	-0.6	-2	1	10	0
CCN(c1ccccc1)S(=O)(=O)c1cccc(C(=O)NCc2ccccc2CN2CCOCC2)c1	i	-3	-3	5	2	-0.9	9	-5	4	-1
NNC(=O)c1ccc(COc2ccc3ccccc3c2)cc1	i	2	26	-1	1	3.0	-8	-6	-2	5
CCc1cc(C(=O)OC)c(NC(=O)c2ccoc2C)s1	i	5	-6	1	-5	1.3	6	0	39*	2
CCCC(=O)Nc1nnc(-c2ccccc2)o1	i	-3	-1	5	10	-2.8	0	2	-4	-2
O=c1[nH]c(CN2CCN(c3ccc(O)cc3)CC2)nc2scc(-c3ccc(Cl)cc3)c12	i	4	37*	-5	2	3.8	12	-16	-14	6
O=C(c1cnccn1)N(Cc1cccs1)C1(C(=O)NC2CCCC2)CCCCC1	i	-6	-4	1	-3	-0.9	10	2	-7	2
COc1ccc(C(=O)Nc2ccc(N3CCOCC3)cc2)cc1S(=O)(=O)N1CCCC1	i	6	-4	5	1	-0.9	20	3	-3	-2
CCOc1ccc(-n2c(SCC(=O)Nc3ccc4c(c3)OCCO4)nc3c(c2=O)SCC3)cc1	i	-19	21	3	-8	1.9	-9	-6	13	3
CCCC(=O)OCC1CN(Cc2ccco2)S(=O)(=O)c2c(F)cccc2O1 (stereo not drawn)	i	-1	2	-3	-11	-0.1	3	2	8	2
O=C(NNS(=O)(=O)c1ccc(Cl)cc1)c1sccc1-n1cccc1	i	4	-3	0	-5	-0.4	23	0	2	-3
O=[N+]([O-])c1ccc2ncnc(N3CCN(Cc4ccc5c(c4)OCO5)CC3)c2c1	i	-19	1	-12	-4	4.1	20	2	7	7
COC(=O)c1ccc2nc(C3CCCCC3)c(Cc3cccc(Cl)c3)n2c1	i	-9	6	-5	.	2.8	12	6	-23	2
CN1CCN(c2c(F)cc3c(=O)c(C(=O)O)cn4c3c2OCN4C)CC1	i	7	0	-1	-14	-2.6	8	1	9	8
COc1ccc(S(=O)(=O)N2CCCC(C(F)(F)F)C2)cc1 (stereo not drawn)	i	0	3	1	-7	0.5	4	1	11	1
CN(CC(=O)Nc1ccc(F)c(F)c1F)C(=O)c1ccc(-n2cncn2)c([N+](=O)[O-])c1	i	-22	-1	-2	-4	-0.9	10	1	-10	-3
Cc1cc(=O)n2[nH]c(N)c(N=Nc3ccccc3F)c2n1	i	-10	3	3	-6	-0.3	7	-1	-11	-5

Compound activity from PubChem.
